sEH inhibitor: soluble epoxide hydrolase (human) inhibition; P34913; recombinant human sEH enzymatic activity assay; inhibition, % at 2 µM; hit rate 0.34% among 91,000; in the data active = inhibition above about 80%; also: values of inactives mirror those of a sister screen read the other way; many of its hits are not listed in these tables
HUVEC tox TNFa: HUVEC cytotoxicity counter-screen, TNF alpha stimulated. HUVEC TNFalpha-stimulated, Hoechst cell count, imaging. cell count reduction, % at 2 µM. hit rate 0.17% among 93,000. AID 848;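 active = cell count reduction exceeding the screen mean by over 5 SD, scaled to untreated wells per plate, cut at about 78% in these data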;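 also: cells counted after 24 h of TNF alpha exposure following the 1 h pretreatment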
Calb biofilm kill: kills Candida albicans biofilms; hit rate 0.14% among 85,000; inhibition, % at 6 µM; AID 834; C. albicans biofilm + clotrimazole, Alamar Blue;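 active = inhibition above 20%; inactive = inhibition below 20%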;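 also: preformed 24 hr biofilms exposed to compound for 48 hr; 0% = biofilm without compound and 100% = blank killed by clotrimazole plus chlorhexidine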
HUVEC tox IL1B: HUVEC cytotoxicity counter-screen, IL-1B stimulated. HUVEC cell count loss, Hoechst imaging. cell count reduction, % at 2 µM. hit rate 0.41% among 94,000;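 active = cell count reduction more than 3 SD above the screen-wide mean, cut at about 70% in these data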;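 also: normalized per plate to untreated control cells as the no-loss baseline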
Smad3 FoxH1 inh: inhibitors of human Smad3 transcription factor binding | P84022 | TR-FRET Smad3/Dy647-FoxH1 peptide binding, europium anti-His | inhibition, % at 25 µM | hit rate 0.29% among 88,000 | AID 630;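 active = compounds that reduce the energy-transfer binding signal between the protein and its labelled peptide by more than half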;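 also: 0% = Smad3 plus labelled peptide maximal FRET and 100% = peptide-only background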
Target sequence (P84022 whole entry, looked up): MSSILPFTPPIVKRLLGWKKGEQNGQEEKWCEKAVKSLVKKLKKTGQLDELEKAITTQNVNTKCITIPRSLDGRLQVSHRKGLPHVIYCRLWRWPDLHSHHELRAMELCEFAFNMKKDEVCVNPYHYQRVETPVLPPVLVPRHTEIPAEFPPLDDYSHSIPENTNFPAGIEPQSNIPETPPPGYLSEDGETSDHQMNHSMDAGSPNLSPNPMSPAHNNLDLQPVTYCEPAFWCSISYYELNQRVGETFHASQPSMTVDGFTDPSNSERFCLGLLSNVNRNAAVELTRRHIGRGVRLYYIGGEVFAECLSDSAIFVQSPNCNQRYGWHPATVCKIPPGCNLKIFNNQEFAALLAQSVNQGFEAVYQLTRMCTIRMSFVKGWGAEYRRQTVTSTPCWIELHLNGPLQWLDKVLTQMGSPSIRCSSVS
ERb SRC1 inh: blocks coactivator binding to human estrogen receptor beta; inhibition, % at 25.6 µM; TR-FRET ER-beta LBD / SRC1-Cy5 peptide binding; receptor agonist-loaded with 1 µM estradiol; hit rate 1.3% among 86,000;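 active = compounds whose percent inhibition of the receptor-coactivator binding signal exceeds about 50% in the single-dose screen, limit read from the data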;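 also: 0% = receptor plus peptide wells without compound and 100% = peptide-only wells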
Target sequence (Q92731 whole entry, looked up, the tested form may be a part): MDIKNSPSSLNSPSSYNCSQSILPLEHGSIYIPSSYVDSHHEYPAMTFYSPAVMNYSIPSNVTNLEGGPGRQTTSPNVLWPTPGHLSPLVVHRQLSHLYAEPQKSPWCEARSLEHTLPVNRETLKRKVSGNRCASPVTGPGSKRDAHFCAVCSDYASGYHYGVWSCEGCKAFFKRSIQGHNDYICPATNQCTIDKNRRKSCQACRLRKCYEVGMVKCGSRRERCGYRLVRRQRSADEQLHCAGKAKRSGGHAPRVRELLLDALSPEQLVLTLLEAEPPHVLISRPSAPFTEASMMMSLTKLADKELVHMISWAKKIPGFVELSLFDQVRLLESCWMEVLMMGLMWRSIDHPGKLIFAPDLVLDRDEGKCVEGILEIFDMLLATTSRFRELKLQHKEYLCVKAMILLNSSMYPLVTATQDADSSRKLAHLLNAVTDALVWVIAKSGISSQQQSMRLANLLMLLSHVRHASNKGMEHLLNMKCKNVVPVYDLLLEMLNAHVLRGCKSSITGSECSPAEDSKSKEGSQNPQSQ
sEH activator: activators of human soluble epoxide hydrolase; P34913; AID 717; purified human sEH enzymatic activity, activator screen; activation, % at 2 µM; hit rate 0.04% among 91,000; in the data active = activation above about 37%; also: values of inactives mirror those of a sister screen read the other way
cytoskel mod: alters cytoskeleton assembly in HUVEC cells. HUVEC TNFa F-actin phalloidin imaging, high content. inhibition, % at 2 µM. hit rate 0.18% among 91,000. AID 836;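 active = inhibition above the batch mean plus 3 SD and confirmed as a hit by visual image inspection, cut at about 30% in these data, passing the limit was not always enough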; also: strong numbers were not always called active
VCAM1 TNFa inh: reduces TNF alpha induced VCAM1 expression in HUVEC; HUVEC TNFa-induced VCAM-1 immunofluorescence, high-content imaging; inhibition, % at 2 µM; hit rate 0.48% among 95,000; AID 802;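 active = inhibition above the batch mean plus 3 SD, with images confirmed as a hit by eye, cut at about 37% in these data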;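 also: 0% = TNF-stimulated DMSO wells and 100% = unstimulated control wells; not every result past the cut was called active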
* marks the source's active call; other numbers are inactive results; · = not tested or not shown; [ ] = remark or other dose. An excerpt; the hit share may differ from the screen's.

SMILES | sEH inhibitor | HUVEC tox TNFa | Calb biofilm kill | HUVEC tox IL1B | Smad3 FoxH1 inh | ERb SRC1 inh | sEH activator | cytoskel mod | VCAM1 TNFa inh
Fc1ccc(CN2CCCCCCC2)cc1F | 0 | 9 | 2 | -36 | -1[fluorescence artefact?] | -19[fluorescence artefact?] | 1 | 2 | -5
CC(=O)c1cc2c(cc1NC(=O)C1CC1)OCO2 | -6 | -12 | 7 | -44 | 13 | -20 | 11 | 12 | 10
COc1ccc(CNC(=O)c2cccnc2Sc2ccc(Cl)cc2)cc1 | -5 | -18 | · | -21 | · | · | 6 | 39 | 0
Cc1ccc(-c2cc(C(=O)n3cnc4ccccc43)c3ccccc3n2)cc1C | -9 | 15 | · | -21 | · | · | 10 | 7 | 1
Cc1nnc(-n2ncc(C#N)c2N)c2nn(-c3cccc(Cl)c3)c(C)c12 | 5 | -12 | 1 | 18 | -11 | 2[fluorescence artefact?] | -4 | 4 | -18
Cc1ccc(OCC(=O)NC2CCS(=O)(=O)C2)cc1 (stereo unspecified) | -8 | -7 | 0 | · | 2 | -8[fluorescence artefact?] | 8 | -5 | -6
CC1CC(C)CN(C(=O)COC(=O)c2ccc[nH]c2=O)C1 (stereo unspecified) | -14 | 1 | 2 | 20 | 2 | 4[fluorescence artefact?] | 18 | -15 | -1
Cc1ccc(C)c(-n2c(CNc3ccc(F)cc3)nnc2SCC(N)=O)c1 | · | -12 | 2 | 14 | 8 | 2[fluorescence artefact?] | · | -12 | 13
COc1ccc(C2C(C#N)=C(N)N(c3ccccc3)C3=C2C(=O)CCC3)cc1Cn1cc([N+](=O)[O-])cn1 (stereo unspecified) | 7 | 2 | · | -108 | · | · | -7 | 1 | 6
O=C(C1CN(S(=O)(=O)c2ccccc2)CCN1S(=O)(=O)c1ccccc1)N1CCCCCC1 (stereo unspecified) | 6 | 48 | -4 | 32 | 0 | 0 | -5 | 0 | 16
CC1=C(C(N)=O)C(c2ccccc2)n2nc(-c3ccncc3)nc2N1 (stereo unspecified) | 10 | -23 | 7 | -45 | 2 | -8 | -11 | 8 | 18
COc1ccc(C2Nc3ccccc3C(=O)N2Cc2ccco2)cc1COc1ccc(NC(C)=O)cc1 (stereo unspecified) | -4 | -12 | · | 13 | · | · | 4 | -22 | -2
O=C(Cc1c[nH]c2ccccc12)OCC(=O)c1ccccc1 | 7 | 0 | 6 | -12 | -11 | -1 | -6 | -12 | -5
Cc1cccc(NC(=O)Nc2cccc(C)n2)n1 | 3 | -4 | 6 | 21 | 14 | -5 | -3 | 0 | -1
Cc1ccc(CC23CN4CCN(CC(C4)C2O)C3)c(C)c1 (stereo unspecified) | 11 | -13 | 9 | -17 | 14 | -5 | -8 | -14 | -11
Cc1ccc(/C=C(\NC(=O)c2ccc(C)cc2)c2nc(=S)[nH][nH]2)cc1 | 1 | 9 | · | -23 | · | · | 2 | -18 | 7
Cc1c(NC(=O)c2ccccc2NS(=O)(=O)c2ccc(F)cc2)c(=O)n(-c2ccccc2)n1C | -2 | -8 | 6 | -1 | -3 | 1[fluorescence artefact?] | 3 | 1 | 6
O=C(CSc1ncnc2c1cnn2CCc1ccccc1)Nc1ccc(F)cc1 | 20 | -7 | · | · | · | · | -21 | 14 | 2
COc1cccc(Cn2cnc3c(NS(=O)(=O)c4ccc(Cl)cc4)c(C)c(C)cc32)c1 | 31 | -4 | · | -23 | · | · | -30 | -26 | 1
O=C(O)c1cscn1 | 3 | -25 | -4 | 14 | 1 | -8 | -2 | 34 | -8
COc1ccc(/C=N/Nc2snc(SC)c2C#N)cc1OC | 1 | -24 | 12 | -11 | 2 | 0 | 2 | 26 | 9
COc1ccc(OCC(O)CN2CCCCC2)cc1 (stereo unspecified) | · | -28 | 5 | 3 | -5 | -8 | · | 1 | 10
CS(=O)(=O)N(CC(=O)NCc1ccc2c(c1)OCO2)Cc1ccc(Cl)cc1 | 23 | · | 2 | -33 | 9 | -18 | -19 | · | ·
CCc1ccc2[nH]c(=O)c(CN(Cc3ccc4c(c3)OCO4)Cc3nnnn3C3CCCC3)cc2c1 | -3 | 6 | 5 | -17 | 1 | 13 | 2 | -13 | 18
Cc1ccc(C(=O)N/N=C/c2cc(C)n(-c3ccc(Br)cc3)c2C)cc1[N+](=O)[O-] | -5 | -6 | · | -22 | · | · | 6 | 35 | 4
O=c1ccnc(Sc2ncccc2[N+](=O)[O-])[nH]1 | 11 | -27 | 4 | -47 | 2 | 1 | -11 | -4 | 6
CCC(=O)Nc1cccc(NC(=O)CSc2nnc(C3CC3)n2C)c1 | -10 | -44 | 7 | -4 | 1 | -11 | 10 | -9 | -11
COC(=O)c1c(C)nc2c(c(SC)nn2-c2ccccc2)c1N | 10 | -18 | · | -6 | · | · | -8 | -11 | -26
CN1CCN(c2ccccc2NC(=O)c2ccc(OCc3ccccc3)cc2)CC1 | -6 | -10 | 6 | 2 | 3 | -4 | 3 | -20 | -8
CCOCCNC(=O)c1ccc2c3c(cccc13)CC2 | -3 | -12 | 8 | 8 | 2 | -10 | 2 | 3 | -1

Among those listed so far, these contain a nitro group on carbon:
SMILES | sEH inhibitor | HUVEC tox TNFa | Calb biofilm kill | HUVEC tox IL1B | Smad3 FoxH1 inh | ERb SRC1 inh | sEH activator | cytoskel mod | VCAM1 TNFa inh
COc1ccc(C2C(C#N)=C(N)N(c3ccccc3)C3=C2C(=O)CCC3)cc1Cn1cc([N+](=O)[O-])cn1 (stereo unspecified) | 7 | 2 | · | -108 | · | · | -7 | 1 | 6
Cc1ccc(C(=O)N/N=C/c2cc(C)n(-c3ccc(Br)cc3)c2C)cc1[N+](=O)[O-] | -5 | -6 | · | -22 | · | · | 6 | 35 | 4
O=c1ccnc(Sc2ncccc2[N+](=O)[O-])[nH]1 | 11 | -27 | 4 | -47 | 2 | 1 | -11 | -4 | 6

More entries follow.
SMILES | sEH inhibitor | HUVEC tox TNFa | Calb biofilm kill | HUVEC tox IL1B | Smad3 FoxH1 inh | ERb SRC1 inh | sEH activator | cytoskel mod | VCAM1 TNFa inh
CC(C)NS(=O)(=O)c1ccc(CCC(=O)O)cc1 | -4 | -8 | 11 | 2 | 8[fluorescence artefact?] | -21[fluorescence artefact?] | 4 | 11 | -3
CCCC1=C(C(=O)OCC)C(c2ccccc2OC)NC(=O)N1 (stereo unspecified) | · | -20 | -1 | -20 | 3 | -7 | · | -2 | 22
CN=CC1=C(O)CC(C)(C)CC1=O | 5 | -17 | 3 | -10 | 3 | -3 | -6 | -30 | 8
COc1ccc(NC(=O)C2CCCN(S(=O)(=O)c3cnc[nH]3)C2)cc1 (stereo unspecified) | · | -35 | 19 | -5 | -1 | -5 | · | 10 | -3
Cc1csc2nc(CCNS(=O)(=O)c3cccs3)cn12 | 15 | -4 | -7 | 24 | 3 | 22 | -16 | 0 | 4
CCNC(=O)c1ccccc1NC(=O)c1cccc(S(=O)(=O)N2CCC(C)CC2)c1 | 11 | -4 | · | -6 | · | · | -8 | 4 | 5
N#CCSc1nc2cc(C(=O)N3CCC(C(N)=O)CC3)ccc2c2nc3ccccc3n12 | -5 | -13 | 2 | 5 | 4 | 1 | 5 | 28 | -12
Cc1ccc(NCc2nnc(SCC(N)=O)n2CC2CCCO2)c(C)c1 (stereo unspecified) | 0 | -4 | 7 | -18 | -8 | -14 | -1 | 5 | 5
Cc1nnc(OC(C)C)c2nn(-c3ccccc3F)c(C)c12 | 14 | 0 | · | -13 | · | · | -11 | 5 | 8
Cc1cc(C(F)(F)F)nn1Cc1n[nH]c(=S)n1-c1cccc(Cl)c1 | 2 | 2 | · | 4 | · | · | -2 | -6 | -5
CCc1nc2ccccc2c(C(=O)OCCN2C(=O)c3ccccc3C2=O)c1C | -2 | 1 | -1 | -21 | 4 | -4 | 0 | -4 | -9
CCCCNS(=O)(=O)c1ccc(OC)cc1 | 10 | -12 | · | -6 | · | · | -9 | 5 | -2
CCn1c(SCC(=O)NCC(=O)Nc2ccc(F)cc2)nnc1-c1ccncc1 | 3 | 14 | 5 | -21 | -17 | 1 | -2 | 20 | 12
Cc1nc(-c2ccccc2)sc1-c1n[nH]c(=S)n1C | 0 | -13 | · | -22 | · | · | 2 | -23 | 10
O=C(Nc1nccs1)c1cc2c(s1)-c1ccccc1OC2 | · | -32 | · | 14 | · | · | · | 4 | 11
COc1ccccc1N1CCN(C(=O)/C=C/c2ccc3c(c2)OCO3)CC1 | 5 | -10 | · | 7 | · | · | -4 | -1 | -3
Cc1cc(C)n(-c2nc(SCC(=O)Nc3nccs3)c3c4c(sc3n2)COC(C)(C)C4)n1 | -5 | -27 | -7 | -18 | -1 | 3[fluorescence artefact?] | 2 | -17 | 6
O=C(CCCC(=O)N(CC(=O)NC1CCCC1)Cc1ccccc1)Nc1ccccn1 | · | -18 | -5 | -37 | -9 | 2 | · | 16 | -4
CCOc1cc2c(C)cc(=O)oc2cc1Cl | -6 | -28 | -2 | -23 | -17 | 4 | 7 | 15 | 17
O=C(CC(c1ccco1)C1CCCCC1=O)c1ccccc1 (stereo unspecified) | 7 | -4 | -2 | -15 | 10 | 7 | -10 | · | 7
CCCCNC(=O)CC1N=C2c3ccccc3N=C(SCC(=O)Nc3ccc(OC)cc3)N2C1=O (stereo unspecified) | -9 | -41 | 3 | -27 | 12 | -9 | 9 | -18 | 12
CCc1ccc(CN2CC(C(=O)O)CC2=O)cc1 (stereo unspecified) | 22 | -24 | 4 | -79 | 3 | 4[fluorescence artefact?] | -20 | -1 | 8
Cc1cc(C(=O)N2CCN(CCc3ccccc3)CC2)no1 | 4 | -7 | 0 | -193 | 8 | -1 | -4 | -7 | 13
CC1(C)Oc2ccc3ccc(=O)oc3c2/C(=C/NCCN/C=C2\C(=O)C(C)(C)Oc3ccc4ccc(=O)oc4c32)C1=O | -4 | -11 | 8 | 7 | 10 | -3 | 5 | -4 | 12
O=C(C1CCN(S(=O)(=O)N2CCOCC2)CC1)N1CCOCC1 | -8 | -9 | 5 | -12 | 2 | -12 | 8 | 48 | 4
O=C(NCc1cccs1)c1cc2c(s1)CCCC2 | 24 | 5 | 2 | 12 | -1 | -8 | -25 | -27 | -11
COc1ccc(C(=O)Nc2ccc(F)cc2F)cc1 | -11 | -18 | 3 | 6 | 6 | 17 | 9 | -14 | -11
CS(=O)(=O)N1CCCC(C(=O)NCc2ccccc2Cl)C1 (stereo unspecified) | 29 | 32 | -4 | 0 | -9 | 0 | -29 | 8 | 4
CC(=O)N1CCN(Cc2nc3cc(NS(C)(=O)=O)ccc3n2C)CC1 | -8 | -18 | 5 | 0 | 5 | 10 | 10 | 3 | 23
Cc1c(-c2ccccc2)nc(N)c(C#N)c1-c1cccs1 | 1 | 5 | 10 | 1 | -15 | -4 | -2 | -11 | 4
Cc1ccc(N2C(=O)[C@@H]3C(c4ccc(F)cc4)=NO[C@@H]3C2=O)cc1 | 5 | 38 | 9 | -2 | -9 | 4 | -6 | 35 | -12
CCOC(=O)CSC1=C(C#N)C(c2ccc(Cl)cc2)C(C(=O)OC)C(=O)N1 (stereo unspecified) | -11 | 0 | 0 | -7 | 3 | -8 | 12 | -15 | -8
Cc1nc(-n2nnc3cc(C)c(C)cc32)c2c3c(sc2n1)CCCC3 | -9 | -28 | · | -9 | · | · | 12 | 17 | 9
Fc1ccc2[nH]c3c(NCCN4CCOCC4)ncnc3c2c1 | -9 | -24 | 6 | · | 11 | -4 | 11 | 24 | 4
Cc1nnc(-n2ncc(C#N)c2N)c2nn(-c3ccccc3F)c(C)c12 | -7 | -27 | 7 | -27 | 1 | -5 | 7 | -14 | -1
Cc1cc(N2C(=O)C3CC=CC(C)C3C2=O)no1 (stereo unspecified) | 12 | 2 | -4 | 9 | -16 | 31 | -8 | -7 | 19
CCOc1ccc2nc(NC(=O)C(NS(=O)(=O)c3cccc4nsnc34)C(C)C)sc2c1 (stereo unspecified) | 8 | -10 | 9 | 4 | -6 | 0[fluorescence artefact?] | -9 | 1 | 18
